Screens (PubChem BioAssay)
Smad3 inh – Smad3 (human) transcription factor binding inhibition; AID 630; 88,000 compounds, 0.29% hits; TR-FRET Smad3/Dy647-FoxH1 peptide binding, europium anti-His; P84022; inhibition, % at 25 µM;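 active = compounds that reduce the energy-transfer binding signal between the protein and its labelled peptide by more than half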;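 also: 0% = Smad3 plus labelled peptide maximal FRET and 100% = peptide-only background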
Target sequence (P84022 whole entry, looked up): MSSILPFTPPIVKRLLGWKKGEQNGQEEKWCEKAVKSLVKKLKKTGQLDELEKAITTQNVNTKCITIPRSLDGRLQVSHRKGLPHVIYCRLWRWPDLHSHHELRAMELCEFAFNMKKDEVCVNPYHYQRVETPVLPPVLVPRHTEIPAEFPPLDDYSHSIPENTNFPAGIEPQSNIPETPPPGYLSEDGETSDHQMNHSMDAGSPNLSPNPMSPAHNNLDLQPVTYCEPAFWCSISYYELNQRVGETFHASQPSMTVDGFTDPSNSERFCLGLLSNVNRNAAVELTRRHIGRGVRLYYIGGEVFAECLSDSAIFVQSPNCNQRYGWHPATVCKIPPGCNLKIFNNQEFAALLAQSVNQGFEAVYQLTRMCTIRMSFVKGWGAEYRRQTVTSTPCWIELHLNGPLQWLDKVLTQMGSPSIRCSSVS
Starred values were filed as active, the others as inactive. These rows are one share of the data; count on the stated rates, not on these rows.

Screening C[N+](C)(C)c1cc2c(nn1)Nc1ccccc1S2 returned Smad3 inh 40.8.
NCc1nnn(Cc2ccccc2)c1N was read as Smad3 inh 1.3.
For C[C@@H](CS(=O)(=O)Cc1ccccc1)C(N)=O the results were Smad3 inh 1.7.
For N#CC(C#N)=CNCCN1CCN(C=C(C#N)C#N)CC1 the results were Smad3 inh 2.7.
Nc1ccc(S(=O)(=O)NCCS(=O)(=O)O)cc1 was read as Smad3 inh 1.6.
`NC(=O)/N=C(\N)NC(=O)c1ccccc1` gave Smad3 inh 3.8.
Screening NS(=O)(=O)c1cc(C(=O)O)c(O)c2ccccc12 returned Smad3 inh 17.3.
`O=C(O)c1cccc(OCCO)c1` gave Smad3 inh -1.3.
Screening O=C1OC(c2ccc(O)c(-c3ccccc3)c2)(c2ccc(O)c(-c3ccccc3)c2)c2c(Cl)c(Cl)c(Cl)c(Cl)c21 returned Smad3 inh 5.1.
`NNC(=O)CNc1cccc(Br)c1` gave Smad3 inh -0.5.
For NC(N)=Nc1ccc(-c2ccc(N=C(N)N)cc2)cc1 the results were Smad3 inh 5.3.
For OCCN(CO)CO the results were Smad3 inh -7.4.
Screening CC(C)c1ccc(/C(C(=O)O)=C(\O)C(=O)O)cc1 returned Smad3 inh 14.5.
O=C(O)c1ccccc1C1c2ccccc2Oc2ccccc21 was read as Smad3 inh -2.9.
N#CC1(Nc2ccc(-c3ccc(NC4(C#N)CCCC4)cc3)cc2)CCCC1 was read as Smad3 inh -1.3.
For O=S(=O)(O)c1ccc(O)c2ncccc12.O=S(=O)(O)c1ccc(O)c2ncccc12.[Zn] the results were Smad3 inh 63.9*.
`CC(C)(C)NCC[C@@H](O)c1cc(C(F)(F)F)nc2c(C(F)(F)F)cccc12` gave Smad3 inh 6.2.
For N=C(N)SCc1ccc(Cl)cc1Cl (tested in a mixture with another compound) the results were Smad3 inh 3.1.
`Cc1ccc(S(=O)(=O)N[C@H](CO)C(=O)O)cc1` gave Smad3 inh 0.2.
Oc1ccccc1C(Sc1nc2ccccc2s1)Sc1nc2ccccc2s1 was read as Smad3 inh 78.0*.
CC(=O)NC1=C(OS(=O)(=O)c2ccc(C)cc2)CN(C)C1=O was read as Smad3 inh 14.2.
For Nc1ccccc1SCc1csc(-c2ccc(Cl)cc2)n1 the results were Smad3 inh 10.2.
For Cc1ccc(N(Cc2ccccc2)Cc2ccccc2)cc1 the results were Smad3 inh 5.6.
Screening CCOc1ccccc1Nc1ccc(N)cc1S(=O)(=O)O returned Smad3 inh 13.2.
CO[C@@H]1/C=C\O[C@@]2(C)Oc3c(C)c(O)c4c(c3C2=O)C(=N[C@H]2CC[C@H](O)O[C@@H]2C)C=C(NC(=O)/C(C)=C\C(=O)[C@@H]2C[C@H]2[C@@H](O)[C@H](C)[C@@H](O)[C@H](C)[C@H](OC(C)=O)[C@@H]1C)C4=O was read as Smad3 inh 9.3.
O=C(O)/C=C/c1c2ccc(=O)c(O)c-2oc2c(O)c(O)ccc12 was read as Smad3 inh -0.2.
For NC(=O)Nc1n[nH]c(-c2ccccc2)n1 the results were Smad3 inh 14.4.
CSc1nnnc2ccccc12 was read as Smad3 inh 4.4.
`c1cc2c(cc1C(N1CCNCC1)N1CCNCC1)OCO2` gave Smad3 inh -11.8.
`NC(N)=NC(N)=Nc1ccccc1` (tested in a mixture with another compound) gave Smad3 inh 60.2*.
For NC[C@H]1O[C@H](n2cnc3c(N)ncnc32)C[C@@H]1O the results were Smad3 inh -3.6.
Cc1cccc(CNc2ncnc3[nH]ncc23)c1 was read as Smad3 inh -9.9.
`C[N+](C)([O-])CCC=C1c2ccccc2CCc2ccccc21` gave Smad3 inh 10.6.
For N[C@@H](CNO)C(=O)O the results were Smad3 inh -1.3.
Cc1ccc(C)c([C@@H]2NC(=O)c3ccccc3N2)c1 was read as Smad3 inh 8.6.
For O=C(Nc1ccc(Nc2ccc3c(c2)C(=O)c2ccccc2C3=O)c2c1C(=O)c1ccccc1C2=O)c1ccccc1 the results were Smad3 inh 23.8.
c1ccc(CSc2nnc3c4ccccc4c4ccccc4c3n2)cc1 was read as Smad3 inh 9.6.
CCOC(=O)[C@@H](O)Cc1cnc2ccccc2n1 was read as Smad3 inh 17.1.
For O=C(O)CCC(=O)c1ccc2sc3ccccc3c2c1 the results were Smad3 inh -13.7.
COc1ccc(/C=C(\C#N)C(N)=O)c(OC)c1 was read as Smad3 inh 5.3.
For CCCCn1cnc2c(SC)ncnc21 the results were Smad3 inh 1.5.
`CC1(C)CCC(=O)N[C@H]1CC(=O)C[C@@H]1NC(=O)CCC1(C)C` gave Smad3 inh -1.8.
O=S(=O)(O)c1ccc2c(N=Nc3c(O)ccc4ccccc34)cccc2c1 was read as Smad3 inh 9.2.
For CC1(C)[C@@H](CC(=O)O)CCC[C@H]1CC(=O)O the results were Smad3 inh 5.3.
`C/C(N[O-])=C(\C)[N+]([O-])=[Co].CC(=N\[O-])/C(C)=N/[O-].O[C@@H]1[CH-]CCCC1.c1ccncc1` gave Smad3 inh 71.3*.
`Cn1c(=O)c2[nH]c(CSCc3ccccc3)nc2n(C)c1=O` gave Smad3 inh 17.4.
`Cc1cc(O)c(C(C)C)cc1NC(=O)Nc1cccc2ccccc12` gave Smad3 inh 8.0.
`CC1CCC(O)([C@](C)(C(=O)O)c2ccccc2)CC1` (some centres undefined) gave Smad3 inh -10.9.

Gathered by group: those above containing four or more nitrogen atoms.
Screening C[N+](C)(C)c1cc2c(nn1)Nc1ccccc1S2 returned Smad3 inh 40.8.
NCc1nnn(Cc2ccccc2)c1N was read as Smad3 inh 1.3.
For N#CC(C#N)=CNCCN1CCN(C=C(C#N)C#N)CC1 the results were Smad3 inh 2.7.
`NC(=O)/N=C(\N)NC(=O)c1ccccc1` gave Smad3 inh 3.8.
For NC(N)=Nc1ccc(-c2ccc(N=C(N)N)cc2)cc1 the results were Smad3 inh 5.3.
N#CC1(Nc2ccc(-c3ccc(NC4(C#N)CCCC4)cc3)cc2)CCCC1 was read as Smad3 inh -1.3.
For NC(=O)Nc1n[nH]c(-c2ccccc2)n1 the results were Smad3 inh 14.4.
`c1cc2c(cc1C(N1CCNCC1)N1CCNCC1)OCO2` gave Smad3 inh -11.8.
`NC(N)=NC(N)=Nc1ccccc1` (tested in a mixture with another compound) gave Smad3 inh 60.2*.
For NC[C@H]1O[C@H](n2cnc3c(N)ncnc32)C[C@@H]1O the results were Smad3 inh -3.6.
Cc1cccc(CNc2ncnc3[nH]ncc23)c1 was read as Smad3 inh -9.9.
For CCCCn1cnc2c(SC)ncnc21 the results were Smad3 inh 1.5.
`C/C(N[O-])=C(\C)[N+]([O-])=[Co].CC(=N\[O-])/C(C)=N/[O-].O[C@@H]1[CH-]CCCC1.c1ccncc1` gave Smad3 inh 71.3*.
`Cn1c(=O)c2[nH]c(CSCc3ccccc3)nc2n(C)c1=O` gave Smad3 inh 17.4.

In the list so far, 3 have a cyano group.
For N#CC(C#N)=CNCCN1CCN(C=C(C#N)C#N)CC1 the results were Smad3 inh 2.7.
N#CC1(Nc2ccc(-c3ccc(NC4(C#N)CCCC4)cc3)cc2)CCCC1 was read as Smad3 inh -1.3.
COc1ccc(/C=C(\C#N)C(N)=O)c(OC)c1 was read as Smad3 inh 5.3.

Following part.
`Nc1nc(-c2ccccc2)c(CC(=O)O)s1` gave Smad3 inh -17.5.
Screening CN(C)CCCN1c2ccc3ccccc3c2Sc2cccc(Cl)c21 returned Smad3 inh 2.0.
Screening C[N+]1(NCC[N@+]2(C)CCc3ccccc3C2)CCCCC1 returned Smad3 inh 94.6*.
Screening Cc1cc2ccccc2c[n+]1CC(O)C[n+]1cc2ccccc2cc1C returned Smad3 inh -9.0.
For C[C@H]1[C@H](O)[C@@H](C)C=CC=CC=CC=CC=CC=CC=C[C@H](O[C@H]2O[C@@H](C)[C@H](O)[C@@H](N)[C@@H]2O)C[C@@H]2O[C@@](O)(C[C@@H](O)C[C@@H](O)[C@@H](O)CC[C@@H](O)C[C@@H](O)CC(=O)O[C@H]1C)C[C@H](O)[C@H]2C(=O)O the results were Smad3 inh 16.9.
For OCCN[C@@H]1c2cc(Cl)ccc2-c2c(Cl)cc(Cl)cc21 the results were Smad3 inh 44.9.
`CC1(C)[C@H]2CC[C@]1(C)[C@H](OC(=O)CSC#N)C2` gave Smad3 inh -4.7.
`CN1CCc2nc(N)nc(-c3nc(N)nc4c3CN(C)CC4)c2C1` gave Smad3 inh 22.8.
`Oc1c(C(O)(c2ccccc2)c2ccc3ccccc3c2O)ccc2ccccc12` gave Smad3 inh 18.0.
Screening Nc1ccn([C@H]2O[C@@H](COP(=O)(O)O)[C@H](O)[C@H]2O)c(=O)n1 returned Smad3 inh 78.7*.
O=C(O)COc1c(Cl)cc(Cl)c2cccnc12 was read as Smad3 inh -8.4.
Screening O=C(O)CCC(=O)c1ccc[nH]1 returned Smad3 inh 8.1.
Screening O[C@@H](c1cc([C@@]23C[C@H]4CC[C@@H]2C[C@H](C4)C3)nc2c(Cl)cc(Cl)cc12)[C@@H]1CCCCN1 returned Smad3 inh -8.7.
For Cc1cc(C(C)(C)C)cc(CNC2CCCCC2)c1O the results were Smad3 inh 1.6.
O[C@@H](C1=C/C(=C\c2ccncc2)c2ccccc21)c1ccncc1 was read as Smad3 inh 76.3*.
`O=C1Nc2ccccc2C1=Nc1cccc2ncccc12` gave Smad3 inh -2.0.
Screening O=C(O)C[C@H](Nc1ccccc1)C(=O)O returned Smad3 inh 0.5.
Screening C/C(N[O-])=C(\C)[N+]([O-])=[Fe].CC(=N\[O-])/C(C)=N/[O-].[NH2-].c1c[nH+]c[n-]1 returned Smad3 inh 72.2*.
For [N-]=[N+]=CC(=O)COC(=O)c1ccccc1 the results were Smad3 inh -4.1.
For O=c1[nH][nH]c(=S)c(=O)[nH]1 the results were Smad3 inh 52.1*.
Screening CC(=O)Nc1c(C)cc(OCC(=O)O)cc1C returned Smad3 inh 14.9.
`CN1C[C@H](c2ccccc2)C(O)([C@]2(c3ccccc3)CN(C)C[C@H](c3ccccc3)C2=O)[C@H](c2ccccc2)C1` (some centres undefined) gave Smad3 inh 6.1.
`CN(C)CCCn1c2ccccc2c2cnccc21` gave Smad3 inh 12.2.
O=C(O)c1nn(-c2ccccc2-c2n[nH]c(=O)[nH]c2=O)c(=O)[nH]c1=O was read as Smad3 inh 18.2.
`COC(=O)CCCC(=O)O` gave Smad3 inh -12.4.
For N#Cc1c(NC(=O)C(F)(F)F)sc2c3c(=O)c4ccccc4c(=O)c=3oc3ccccc3c12 the results were Smad3 inh 3.0.
Screening COc1ccc(C(=O)N/N=C2\C(=O)c3c(C)cc(C)cc3CC2(C)C)cc1 returned Smad3 inh -13.7.
`O=C(CSc1nc2ccccc2c2ccccc12)c1ccccc1` gave Smad3 inh -5.8.
For Cc1onc(-c2c(F)cccc2Cl)c1C(=O)N[C@@H]1C(=O)N2[C@H]1SC(C)(C)[C@H]2C(=O)O the results were Smad3 inh 8.3.
O=C(O)C[C@H](Cc1ccccc1)C(=O)O was read as Smad3 inh -2.1.
Screening O=C(O)[C@H](/C=C/c1ccccc1)c1ccccc1 returned Smad3 inh -10.2.
For CSc1ccc(NC(=O)Nc2cc(C)ccn2)cc1 the results were Smad3 inh -1.0.
Screening CN(C)c1ncnc2c1ncn2CCn1cnc2c(N(C)C)ncnc21 returned Smad3 inh 12.8.
For Cn1cnc([N+](=O)[O-])c1Sc1nc(N)nc2c1ncn2Cc1ccccc1 the results were Smad3 inh 1.6.
`C/C(=N\NC1=NCCN1)c1cn(C2=NCCN2)nc1C` gave Smad3 inh 93.2*.
For O=C(O)[C@@H]1[C@H]2O[C@H]([C@@H](Br)[C@H]2Br)[C@@H]1C(=O)O the results were Smad3 inh 0.5.
Screening Cn1c(=S)c2[nH]c(SCCN3C(=O)c4ccccc4C3=O)nc2n(C)c1=O returned Smad3 inh -26.1.
CC1=NN(C(=O)c2ccncc2)C(=O)[C@@H]1N=Nc1ccc2ccccc2c1 was read as Smad3 inh 8.1.
CS[C@@]12C(=O)C[C@@]3(C)[C@@H](CC[C@@]3(O)C(=O)CO)[C@H]1CCC1=CC(=O)CC[C@]12C was read as Smad3 inh -11.2.
Screening COc1ccc(N(CC(=O)O)N=O)cc1 returned Smad3 inh 19.9.
O=C(O)CSCc1cccc2ccccc12 was read as Smad3 inh 0.4.
For O=C(O)CCCSc1nc2ccccc2s1 the results were Smad3 inh -5.0.
`O=C(O)[C@H](Cc1ccccc1)N1C(=O)c2ccccc2C1=O` gave Smad3 inh -7.2.
`CC(C)CCNc1ncnc2[nH]ncc12` gave Smad3 inh 9.1.
`O=C(O)CCNCC(=O)O` gave Smad3 inh -1.1.
For O=C(O)c1cc(=O)[nH]c(=S)[nH]1 the results were Smad3 inh -7.3.
`Nc1nc(-c2ccccc2)c(-c2ccccc2)c(-c2nc(N)nc(-c3ccccc3)c2-c2ccccc2)n1` gave Smad3 inh 14.2.
For Clc1ccc(CN2CCCN(Cc3ccc(Cl)cc3)C2c2cc3ccccc3c3ccccc23)cc1 the results were Smad3 inh 6.4.
Screening O=C(O)c1nnsc1-c1csnn1 returned Smad3 inh 8.0.
`Oc1cccnc1CN1CCCCC1` gave Smad3 inh -3.6.
c1ccc(NN(Cc2cnccn2)c2ccccc2)cc1 was read as Smad3 inh -9.6.
For Cn1c(=O)c2[nH]c(CCCCc3nc4ccccc4[nH]3)nc2n(C)c1=O the results were Smad3 inh 2.7.
O=C(O)[C@H](Cc1cc(I)c(O)c(I)c1)C1CCCCC1 was read as Smad3 inh 11.1.
For c1ccc(SC(Sc2ccccc2)c2ccc3c(c2)OCO3)cc1 the results were Smad3 inh -6.2.
`CC(CCN)(CCN)[N+](=O)[O-]` gave Smad3 inh -12.8.
For Cc1ccc(C)c(NC(=O)NCc2ccc(Cl)cc2)c1 the results were Smad3 inh 3.7.
`N#Cc1ccc(OC(=O)c2ccc(N=C(N)N)cc2)cc1` gave Smad3 inh -1.9.
`CCOC(=O)[C@]1(CC(=O)O)CCCC1=O` gave Smad3 inh 10.0.
For Cc1ccc(C2=C(Cl)C(=O)C(c3ccc(C)cc3)=C(Cl)C2=O)cc1 the results were Smad3 inh 52.2*.
For CC(C)C1=C[C@@]23CC[C@@H]4[C@](C)(CCC[C@@]4(C)C(=O)O)[C@@H]2C[C@@H]1[C@H](C(=O)O)[C@@H]3C(=O)O the results were Smad3 inh 86.8*.
